FECH inh = inhibitors of human ferrochelatase, primary screen, biochemical, purified FECH, Ni-mesoporphyrin absorbance; Ferrochelatase, mitochondrial (Homo sapiens), P22830; Ni-mesoporphyrin absorbance 550 nm; calls only at 10 µM (by protocol); actives 3.3% (n = 20,000);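 active = enzyme reaction rate more than 3 SD below the solvent-only control wells on the same plate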;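 also: lower slope than DMSO wells means FECH inhibition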
Target sequence (P22830 whole entry, looked up): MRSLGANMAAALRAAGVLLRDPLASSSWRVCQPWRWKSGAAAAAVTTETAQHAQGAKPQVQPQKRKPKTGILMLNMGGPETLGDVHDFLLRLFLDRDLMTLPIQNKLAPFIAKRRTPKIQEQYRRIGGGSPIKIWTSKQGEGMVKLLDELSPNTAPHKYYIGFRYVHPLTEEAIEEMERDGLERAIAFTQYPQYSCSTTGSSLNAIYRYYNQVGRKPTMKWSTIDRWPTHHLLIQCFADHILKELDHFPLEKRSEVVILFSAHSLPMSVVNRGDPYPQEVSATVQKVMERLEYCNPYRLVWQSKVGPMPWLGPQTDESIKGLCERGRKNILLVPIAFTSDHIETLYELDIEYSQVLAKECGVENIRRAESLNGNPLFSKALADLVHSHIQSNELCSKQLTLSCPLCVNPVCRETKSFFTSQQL
Calls only; i = inactive; + = active, no number. A portion of the library; count on the stated rates, not on these rows.

FECH inh,canonical_smiles
i,Cc1ccccc1S(=O)(=O)Nc1cnc(N(C)Cc2ccccc2)c(C(=O)O)c1
i,CCOc1ccc(Nc2nc(NCCN(CC)CC)nc3c2cnn3-c2ccccc2)cc1
i,CCc1ccccc1NC(=O)CCn1cnc(-c2ccccc2)c1C1CC1
i,Cc1cc(C)n2nc(CN(c3ccc(F)cc3)S(=O)(=O)c3ccc(Cl)cc3)nc2n1
i,CC(C)NC(=O)c1nc[nH]c1C(=O)N1CCN(Cc2ccccc2)CC1
i,O=C(c1ccccc1)N1CCN(Cc2ccc(C3CCCCO3)o2)CC1 (stereo not given)
i,O=C(NC1CCCCC1)c1nc[nH]c1C(=O)N1CCC(O)C1 (stereo not given)
i,Cc1cc(C)cc(-n2c(CN3CCN(C(=O)NCc4cccc(F)c4)CC3)nc3cccnc32)c1
i,CCc1cc(C(=O)NC2CC(=O)N(Cc3ccccc3Cl)C2)ccn1 (stereo not given)
i,CC(=O)Nc1cccc(NS(=O)(=O)c2cc(N3C(=O)CCS3(=O)=O)ccc2C)c1
i,Cc1ccc(CNC(=O)NCCc2nc3cccnc3n2C2CCCCC2)cc1
i,O=C(NC1CC(=O)N(c2ccccc2)C1)C1CCCC1 (stereo not given)
i,CCOCCCNC(=O)Cn1nc(N2CCN(c3ccc(F)cc3)CC2)ccc1=O
i,COc1cccc(-c2cc(N3CCN(C(=O)Nc4cc(OC)ccc4OC)CC3)ncn2)c1
i,Cc1ccc(C)c(OCC(=O)NCCN2CCCC(C(N)=O)C2)c1C (stereo not given)
i,O=C(NC1CC(=O)N(c2ccc(F)cc2)C1)C1CC1 (stereo not given)
i,Cc1nc(SCc2nc(-c3ccc(OC(C)C)cc3)oc2C)[nH]c(=O)c1C
i,Cc1ccc(C2(O)CCN(C(=O)COc3ncnc4ccccc34)CC2)nc1
i,O=C(Cc1ccc(Cl)cc1)N1CCN(S(=O)(=O)c2cc3c4c(c2)CCN4C(=O)CC3)CC1
i,CC(CN1Cc2ncccc2C1=O)(c1ccccc1)c1ccccc1
i,CCOC(=O)c1ccccc1NC(=O)CN1CCN(Cc2ccccc2Cl)S1(=O)=O
i,COCc1nc2cccnc2n1C1CCN(S(=O)(=O)c2ccc(C)cc2)CC1
i,O=C1CC(=O)Nc2cc(S(=O)(=O)N3CCCCC3)ccc2N1
i,COCCNC(=O)C1CCCN(C2CCN(c3noc(C(C)C)n3)CC2)C1 (stereo not given)
i,CCN(C(=O)CSCc1nc(-c2ccc(Cl)cc2)no1)c1cccc(C)c1
i,O=C1CN(Cc2ccc(F)cc2)S(=O)(=O)c2ccccc2N1Cc1ccc(Cl)cc1
i,CCOC(=O)c1c(NC(=O)c2ccc(Br)s2)sc2c1CCN(C)C2
i,Cc1cc(C)n(C2CCN(Cc3cccn3-c3ncccn3)C2)n1 (stereo not given)
i,CCCOC1CCCN(Cc2ccc(O)c(O)c2)C1 (stereo not given)
i,CSc1ccc(CN(C(=O)[C@@H](N)Cc2c[nH]c3ccccc23)C2CC2)cc1
i,CCN(C)C(=O)c1ccc(N2C[C@H]3CC=CC[C@H]3C2)nc1
i,O=C1c2cccnc2CN1CCc1csc(-c2ncccn2)n1
i,Cn1ccc2c(-c3cccc(-n4cnnc4)c3)ccnc21
i,CCSc1ncc(-c2nccn2-c2cccc(OC)c2)cn1
i,CCOc1ccc(-c2nc(SCC(=O)Nc3cc(F)ccc3F)n3[nH]c(=O)cc3n2)cc1
i,OCc1ccc(-c2cc(C3CCN(C/C=C/c4ccccc4)C3)ccn2)cc1 (stereo not given)
i,Cc1ccc(S(=O)(=O)N2CCC(CC(=O)NCCN(C)C)CC2)cc1
i,CCOC(=O)c1ccc(NC(=O)CN2CCN(Cc3ccccc3)S2(=O)=O)cc1
i,CCCC(=O)N1CCC(N2CCC3(CCOCC3)CC2)CC1
i,Cn1nc(-c2cccs2)cc1C(=O)NCCc1nc(-c2ccccn2)no1
i,CCS(=O)(=O)N1CCN(c2nc(C)cc(Nc3ccc(C)cc3)n2)CC1
i,O=C1CN(Cc2cccc(F)c2)S(=O)(=O)c2ccccc2N1Cc1cccc(C(F)(F)F)c1
i,CC(NCCc1csc(-c2cccnc2)n1)C(=O)NC1CCCC1 (stereo not given)
i,Cc1cccc(C)c1OCCCN(C)C(=O)C(=O)c1cccn1C
i,CCN(CC)CCCNC(=O)C1CCN(c2ccc(-c3ccc(C)cc3)nn2)CC1

The last three records of the section above lead into the next:
FECH inh,canonical_smiles
i,CC(NCCc1csc(-c2cccnc2)n1)C(=O)NC1CCCC1 (stereo not given)
i,Cc1cccc(C)c1OCCCN(C)C(=O)C(=O)c1cccn1C
i,CCN(CC)CCCNC(=O)C1CCN(c2ccc(-c3ccc(C)cc3)nn2)CC1
i,Cc1ccc(-n2ncc3c(-n4nc(C)cc4NC(=O)c4ccccc4C(F)(F)F)ncnc32)c(C)c1
i,C=C(C)COc1ccc(C(=O)N(CC2CCC(=O)N2)C(C)C)cc1 (stereo not given)
i,COC(Cn1ccnc1-c1ccc(C)s1)c1cccs1 (stereo not given)
i,COc1ccc(S(=O)(=O)N2CCN(Cc3nc4cccnc4n3-c3cccc(C)c3)CC2)cc1
i,CCCN1CCC(Cc2noc(-c3cccc4cnccc34)n2)CC1
i,COc1cccc(-c2cc(N3CCN(S(=O)(=O)Cc4ccccc4)CC3)ncn2)c1
i,O=C(NCc1cccnc1)C1CCCN(C2CCN(C(=O)c3ccn[nH]3)CC2)C1 (stereo not given)
i,Cc1nn(C)c(C)c1CN(C(=O)c1cc2ccccc2oc1=O)C1CC1
i,Cc1ccc(C)c(S(=O)(=O)N2CCN(Cc3nc4cccnc4n3-c3ccccc3)CC2)c1
i,COc1ccc(NC(=O)CN2CCCN(Cc3ccc(C)cc3)S2(=O)=O)cc1Cl
i,CC(C)NC(=O)C1CCC(Cn2c(=O)c3sccc3n(CC(N)=O)c2=O)CC1 (stereo not given)
i,Cc1cc(NC(=O)c2cccc(CN(C)C(C)c3ccco3)c2)n(C)n1 (stereo not given)
i,CC(C)c1cc(C(=O)N2CCn3nc(C(=O)Nc4ccccc4)cc3C2)no1
i,O=C(C1Nc2ccccc2C2C=CCC12)N1CCn2cncc2C1 (stereo not given)
i,Cc1c(CN2CCCC(Cn3ccnc3)C2)[nH]c2c(Cl)cccc12 (stereo not given)
i,CSC(C)(C)CC(C)NCC(=O)Nc1ccccc1C (stereo not given)
i,CCc1c(C)nc2ncnn2c1Sc1ccccc1NC(=O)c1ccccc1OC
i,CCCCOC(=O)N1CCc2c(nc(-c3cccnc3)[nH]c2=O)C1
i,O=C(NCC(=O)N1CCC(c2nc(-c3ccc(F)cc3)no2)CC1)c1cccs1
i,CCn1c(CNS(=O)(=O)c2ccc(F)cc2)nc2cccnc21
i,Clc1ccc(C2CN(Cc3cc(-c4ccccn4)no3)CCO2)cc1Cl (stereo not given)
i,COc1ccc(C(=O)Nc2cc(C)nn2-c2ncnc3c2cnn3-c2cccc(C)c2C)cc1OC
i,O=C(Nc1nc2n(n1)C(c1ccc(F)cc1)C=C(c1ccccc1)N2)c1ccco1 (stereo not given)
i,CC(=O)Nc1cccc(-c2n[nH]c(Cc3ccccc3)n2)c1
i,CCc1ccc2c(c1)-c1ccccc1S(=O)(=O)N2CC(=O)Nc1ccc2c(c1)OCO2
i,CCC(C)N1C(=O)c2c(NC(C)=O)c3cc(F)ccc3n2CC1(C)C(=O)NC1CCCCC1 (stereo not given)
i,O=c1cc(CNc2ccccc2)nc2nc(NCc3ccc(Cl)cc3)[nH]n12
i,C=CCC(C)(C)CN1CCC(CC(=O)NC)CC1
i,CN1CCN(c2ncccc2CNC(=O)C2CSC(C)(C)C(=O)N2)CC1 (stereo not given)
i,COc1ccc(N2CCCS2(=O)=O)cc1NC(=O)c1c(F)cccc1F
+,Cc1ccc(NCc2nc3nc4c(c(=O)n3[nH]2)CCC4)cc1Cl
i,CC(C)Cn1c(-c2c(-c3ccccc3)ncn2CCC(N)=O)nc2ccccc21
i,Cc1cc(NC(=O)c2ccccc2C(F)(F)F)n(-c2ncnc3c2cnn3-c2ccc(F)cc2)n1
i,CC(=O)NCC1=CCCN(Cc2nccn2C(C)C)C1
i,Cc1cc(F)ccc1NC(=O)C(C)n1nc(-c2ccc(C)c(S(N)(=O)=O)c2)c2c(c1=O)CCCC2 (stereo not given)
i,Cc1nccn1CCC(=O)NC(C)c1ccc2c(c1)CCCC2 (stereo not given)
i,CCc1cccc(N2C(=O)N(CC(=O)NC3CCCC3)c3ccccc3S2(=O)=O)c1
i,CCOCCCNC(=O)C1c2c(n(C)c3ccccc23)SCC(=O)N1Cc1cccnc1 (stereo not given)
i,CCC(=O)Nc1ccc(NC(=O)c2ccnnc2)cc1Cl
i,CCCN1CCC(Cc2noc([C@@]34CC[C@@](C)(OC3=O)C4(C)C)n2)CC1
i,CCn1c(=O)n(CCc2c(C)noc2C)c(=O)c2cnc(-c3ccc(Cl)cc3)nc21
+,Cc1ccc(C2=CC(c3ccccc3Cl)n3nc(NC(=O)c4cccnc4)nc3N2)cc1 (stereo not given)
i,CCOc1ccccc1NC(=O)CC(=O)NCc1ncc[nH]1
i,Cc1c(N2CCCC2)ccc2c1NC(=O)CC2c1cc(C#CCO)cs1 (stereo not given)
i,CCCc1nc2nc[nH]n2c(=O)c1NC(=O)Nc1ccc(F)cc1F

Of the compounds above, these contain an aryl thioether with sulfur outside any ring:
FECH inh,canonical_smiles
i,Cc1nc(SCc2nc(-c3ccc(OC(C)C)cc3)oc2C)[nH]c(=O)c1C
i,CSc1ccc(CN(C(=O)[C@@H](N)Cc2c[nH]c3ccccc23)C2CC2)cc1
i,CCSc1ncc(-c2nccn2-c2cccc(OC)c2)cn1
i,CCOc1ccc(-c2nc(SCC(=O)Nc3cc(F)ccc3F)n3[nH]c(=O)cc3n2)cc1
i,CCc1c(C)nc2ncnn2c1Sc1ccccc1NC(=O)c1ccccc1OC

(continued)
FECH inh,canonical_smiles
i,Cc1cc(Sc2ccccc2NC(=O)Nc2cccc(F)c2)n2ncnc2n1
i,CC(C)CNc1nc(Nc2ccc(F)cc2)c2cnn(-c3ccccc3)c2n1
i,O=C1N(CCc2ccccc2)CCCC1(O)CNCc1ccc(Cl)cc1 (stereo not given)
i,COc1ccc(Cl)cc1C(=O)Nc1ccc(Nc2nc(C)cc(Nc3ccccc3)n2)cc1
i,CCc1nnc(CNC(=O)c2cc(C(C)C)nn2C)s1
i,CCN(Cc1ccccc1)C(=O)CN1C(=O)CCc2cc(S(=O)(=O)N3CCCC3)ccc21
i,COc1ccc(C2C=C(c3ccccc3)Nc3nc(NS(=O)(=O)c4ccc(Cl)cc4)nn32)cc1 (stereo not given)
i,C=CCNC(=O)c1ccccc1NC(=O)CN1c2ccc(C(C)C)cc2-c2ccccc2S1(=O)=O
i,COc1ccc(CC(=O)N(Cc2nc3nc(C)cc(C)n3n2)c2cccc(C)c2)cc1
i,Cc1ccc(N(Cc2nc3nc(C)c(Cl)c(C)n3n2)C(=O)c2ccco2)cc1
i,Cc1cccc(-c2c(-c3ccccc3)ncn2CCc2ccccn2)n1
i,CCOc1ccccc1-c1nc(CSc2nc(CC)cc(=O)[nH]2)c(C)o1
i,O=C(Nc1cccc(N2CCCS2(=O)=O)c1)c1cccc(Br)c1
i,CCN1CCCC(c2nccn2CCc2n[nH]c(=O)[nH]2)C1 (stereo not given)
i,CCc1cc(C(=O)NCc2cccnc2Oc2c(C)cccc2C)on1
i,CC(C)NC(=O)CSc1nc(-c2ccco2)nc2cc(=O)[nH]n12
i,CSCCCNc1ncnc2c1CCN(C(=O)c1cccnc1)C2
i,CN(C)Cc1ccc(C2CCCN2c2nc(CCN)nc3ccccc23)cc1 (stereo not given)
i,CCc1cccc(NC(=O)C2CCN(c3ncnc4c3nc3n4CCCCC3)CC2)c1
i,CCC(CNC(=O)C(=O)N1CCc2ccccc2C1)OC (stereo not given)
i,CC(C(=O)O)n1cc(-c2ncc[nH]2)c2ccccc21 (stereo not given)
i,COCCn1cncc1CNc1ncc2c(n1)CCN2c1ccccc1
i,CCn1nc(C)c(NC(=O)CN2CCC(O)(c3ccc(Cl)cc3)CC2)c1C
i,COc1cccc(NC(=O)C2CCN(c3ccc(-c4ccc(C)cc4)nn3)CC2)c1
i,CCC(C)NS(=O)(=O)c1ccc2c(c1)NC(=O)CC(=O)N2 (stereo not given)
i,O=C(N[C@H]1CCCC[C@@H]1O)c1ccc(CSc2ncccn2)o1
i,CCc1oc2ccccc2c1-c1nccn1CCN(C)C
i,Cc1cc(C)n(C)c(=O)c1C(=O)NCc1cccnc1Oc1ccccc1F
i,COc1cc(CNC(=O)c2sc(C)nc2-c2ccccc2)ccc1O
i,CC(C)(C)c1cc(CN2CCCN3CCC[C@H]3C2)[nH]n1

Fetched by compound from the entries so far, two records:
FECH inh,canonical_smiles
i,CCc1cccc(NC(=O)C2CCN(c3ncnc4c3nc3n4CCCCC3)CC2)c1
i,CC(C)(C)c1cc(CN2CCCN3CCC[C@H]3C2)[nH]n1

(cont.)
FECH inh,canonical_smiles
i,CCOC(=O)CCNC(=O)N1CCCC1c1nc2ccc(F)cc2[nH]1 (stereo not given)
i,CC(=O)Nc1ccc(CN(Cc2ccc(F)cc2)CC2CCCO2)cc1 (stereo not given)
i,COc1cccc(C(=O)Nc2cc(C)nn2-c2ncnc3c2cnn3-c2cccc(C)c2C)c1OC
i,Cc1cc(-c2c(-c3ccccc3)ncn2CCc2cnccn2)c(C)n1C(C)C
i,CCCc1cc(=O)[nH]c(SCc2nc(-c3cccc(Cl)c3)oc2C)n1
i,O=C(CN1CCN(Cc2ccc(Cl)cc2)S1(=O)=O)Nc1ccccc1

Among those listed so far, 3 contain two or more sulfur atoms:
FECH inh,canonical_smiles
i,CC(=O)Nc1cccc(NS(=O)(=O)c2cc(N3C(=O)CCS3(=O)=O)ccc2C)c1
i,CCOC(=O)c1c(NC(=O)c2ccc(Br)s2)sc2c1CCN(C)C2
i,COC(Cn1ccnc1-c1ccc(C)s1)c1cccs1 (stereo not given)

Screening results deposited in PubChem BioAssay by School of Medicine, Indiana University.
